D1 antagonist – antagonists of human D1 dopamine receptor. HEK293 TREx D1 cells, calcium flux, dopamine EC80; active compounds read low. activity change, negative = inhibition, % at 10 µM. hit rate 3.2% among 360,000; in the data active = activity change below about -30%; note: % is set by controls: 0 for no effect and ±100 for the full control effect
Target sequence (P21728 whole entry, looked up): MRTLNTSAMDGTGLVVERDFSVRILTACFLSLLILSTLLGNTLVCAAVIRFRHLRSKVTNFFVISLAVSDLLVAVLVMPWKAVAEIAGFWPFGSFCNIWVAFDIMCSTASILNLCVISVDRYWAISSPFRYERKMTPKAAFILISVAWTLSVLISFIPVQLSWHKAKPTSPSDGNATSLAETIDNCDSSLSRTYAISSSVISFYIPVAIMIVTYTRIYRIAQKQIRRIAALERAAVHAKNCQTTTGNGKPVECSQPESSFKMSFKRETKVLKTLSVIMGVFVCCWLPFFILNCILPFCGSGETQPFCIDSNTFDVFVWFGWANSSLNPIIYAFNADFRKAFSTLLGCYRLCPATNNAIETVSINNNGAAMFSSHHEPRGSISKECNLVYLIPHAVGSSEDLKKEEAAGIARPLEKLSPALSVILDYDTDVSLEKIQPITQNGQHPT
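After overnight tetracycline induction at 30 C, force-coupled D1 HEK293 cells took up a no-wash calcium dye at room temperature. Compounds were added and monitored 180 s, and the response to EC80 dopamine was then recorded.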
LDHA inh – LDHA (human) enzyme inhibition | P00338 | purified LDHA, NADH/diaphorase-resazurin fluorescence; active compounds read low | hit rate 0.15% among 480,000 | AID 1347041 | activity change, % (values are at about 110 or 230 µM); in the data active = activity change below about -30%; inconclusive = mostly about -25% to -30%;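 note: plate controls were DMSO wells for no effect and wells without enzyme for full effect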
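LDH5 2 nM; NADH 0.06 mM, pyruvate 0.2 mM; 200 mM Tris pH 7.4, EDTA, Tween-20; 5 min RT. Detection: diaphorase 0.133 mg/mL + resazurin 37 µM, fluorescence ex540/em590 at 0 and 20 min; normalized to enzyme-free and DMSO wells.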
Glioma ERSR ind – inducers of ER stress response in human glioma cells; U87-MG GRP78 promoter luciferase reporter, 16 h; Potency, µM, for the others: at the highest dose activation, usual class: activators; hit rate 0.02% among 420,000; AID 602332; note: potency is the fitted concentration of half-maximal effect; series mostly up to about 76 µM; % of control where 0% means no effect; nearly all actives have a fitted effect of over 35% in size
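Stably transfected U87-MG human glioma cells carrying a GRP78-based luminescent sensor were seeded at 1000 cells/well, pin-dosed with compounds and incubated 16 h. Luciferase reagent was then added, and end-point luminescence was read after 10 min at room temperature.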
D1 agonist – human D1 receptor agonism; P21728; HEK293 T-REx D1 cells, calcium flux, agonist mode; activation, % at 2 µM; hit rate 1% among 360,000; AID 504660; in the data active = activation above about 30%; note: 0% is about no effect
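Inducible HEK293 T-REx D1 cells, force-coupled to calcium signalling, were plated at 4000 cells/well with tetracycline and held overnight at 30 C. After no-wash calcium dye loading, compound-evoked calcium rise over 180 s flagged agonists.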
D1 potentiator – human D1 dopamine receptor positive modulation; AID 504651; HEK293 TREx D1 cells, calcium flux, dopamine EC20 potentiation; potentiation, % at 10 µM; hit rate 0.036% among 360,000; in the data active = potentiation above about 30%; note: 0% is about no effect
Vif-A3G inh – inhibitors of Vif-APOBEC3G interaction; Q9HC16; HeLa A3G-eYFP + Vif (tagged APOBEC3G with the HIV-1 protein that degrades it), YFP fluorescence, overnight; Potency, µM (doses to about 46.1 µM), inactives show at the top dose activity, negative = active, hits mostly inhibitors; hit rate 0.076% among 410,000; AID 602310;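 note: potency is the fitted concentration of half-maximal effect; % is set by controls: 0 for no effect and ±100 for the full control effect; nearly all actives have a fitted effect of over 60% in size; hits raise eYFP signal because A3G escapes Vif-driven loss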
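HeLa cells stably expressing Vif and C-terminally eYFP-tagged A3G, seeded overnight at 37 deg C, then exposed to compound by pintool overnight at 37 deg C. Rise in yellow fluorescence (Ex 488/Em 500-530, Acumen) marks blocked Vif-driven A3G degradation.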
D2 potentiator – positively modulates the human D2 dopamine receptor allosterically | potentiation, % at 10 µM | P14416 | HEK293 T-REx D2, calcium flux, EC20 dopamine potentiation | hit rate 0.34% among 340,000 | AID 485347;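 active = potentiation over 3 SD above the plate norm, cut at about 30% in these data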; note: 0% is about no effect
Target sequence (P14416 whole entry, looked up): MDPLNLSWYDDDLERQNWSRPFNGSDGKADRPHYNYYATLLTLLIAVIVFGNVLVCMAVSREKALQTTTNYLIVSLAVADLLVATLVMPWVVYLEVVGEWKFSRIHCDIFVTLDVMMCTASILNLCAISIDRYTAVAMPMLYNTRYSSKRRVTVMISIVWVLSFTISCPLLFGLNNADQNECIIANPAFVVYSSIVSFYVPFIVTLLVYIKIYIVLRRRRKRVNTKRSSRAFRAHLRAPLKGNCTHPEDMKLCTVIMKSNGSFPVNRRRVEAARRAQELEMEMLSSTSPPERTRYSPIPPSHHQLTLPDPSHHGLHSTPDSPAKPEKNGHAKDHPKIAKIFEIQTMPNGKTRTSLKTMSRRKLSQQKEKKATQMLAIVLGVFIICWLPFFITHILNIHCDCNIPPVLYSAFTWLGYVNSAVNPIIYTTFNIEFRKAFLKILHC
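Calcium flux readout, no-wash dye, 1 read/s. Inducible HEK293 Trex D2 line, overnight 30 C. Compound alone 180 s (agonist flags), then EC20 dopamine, another 180 s to score potentiation.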
Vif-A3F inh – inhibitors of Vif-A3F interaction. HeLa A3F-eYFP + Vif (tagged APOBEC3F with the HIV-1 protein that degrades it), YFP fluorescence increase. Potency, µM (doses to about 46.1 µM), for the others: top-dose activity, negative = active. hit rate 0.2% among 390,000. AID 602313; note: potency is the fitted concentration of half-maximal effect; % of control where 0% means no effect; nearly all actives have a fitted effect of over 65% in size
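HeLa cells stably expressing Vif plus C-terminally eYFP-tagged A3F were seeded, incubated overnight at 37 deg C, dosed with compound, incubated overnight again at 37 deg C. Yellow fluorescence (Ex 488/Em 500-530) reported blocked Vif-mediated A3F-eYFP degradation.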
RXFP1 agonist – activates the human relaxin receptor RXFP1. Q9HBX9. HEK293T-RXFP1 cAMP TR-FRET, 30 min; response scale: percent of porcine relaxin response, buffer zero. Potency, µM (highest dose often 57.5 µM), inactives show top-dose activation, usual class: activators. hit rate 0.3% among 370,000. AID 2676; note: potency is the fitted concentration of half-maximal effect; % is set by controls: 0 for no effect and ±100 for the full control effect; nearly all actives have a fitted effect of over 60% in size; many of its hits are not listed in these tables
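HEK293T cells stably expressing RXFP1 were pretreated with the PDE4 inhibitor Ro 20174, exposed to compounds for 30 min at 37C, lysed, and cAMP was read by TR-FRET. Data normalized to buffer (basal) and 29 nM porcine relaxin (100%).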
* marks the source's active call; other numbers are inactive results; u = inconclusive; x = not tested or not shown; & = joins results of further samples. Unless noted, calls come from the whole dose curve; as a rule, active = well fitted curve in the direction sought with a large enough effect; inconclusive = small, poorly fitted or top-dose-only effect, or another doubt; inactive = no such curve, though single readings can be large; an effect the other way counts as inactive or inconclusive.

#	structure	D1 antagonist	LDHA inh	Glioma ERSR ind	D1 agonist	D1 potentiator	Vif-A3G inh	D2 potentiator	Vif-A3F inh	RXFP1 agonist
1	COc1ccc(OC)c(NC(=O)CSc2nnc(-c3ccco3)n2-c2ccc(C(=O)O)cc2)c1	12	1	0%	5	-1	u	11	x	9.3%
2	CNC(=S)Nc1ccc([N+](=O)[O-])cc1	-14	-13	-5%	16	-7	0%	-17	-3%	-1.7%
3	COc1cccc(NC(=O)Cn2c(=O)n(-c3ccccc3)c(=O)c3oc4ccccc4c32)c1	22	-4	1%	0	-7	-8%	12	6%	3.6%
4	Nn1cc(-c2ccccc2)nc1SCC(=O)NCCN1C(=O)CSC1=O	-1	-5	-4%	3	-1	-6%	-4	0%	0.5%
5	O=[S+]([O-])(c1ccc2c(c1)OCCO2)N1CCN([S+](=O)([O-])c2c(F)cc(O)cc2F)CC1	-24	0	x	2	-4	x	x	x	x
6	COc1ccc(S(=O)(=O)N(C)c2ccc(C(=O)N3CCCCC3)cc2)cc1	-15	-1	-4%	7	-5	0%	10	1%	-0.4%
7	Cc1cccc(NC(=O)c2ccc(-n3cnc4cccnc43)cc2)c1C	1	-2	-1%	0	-3	-4%	1	4%	0.4%
8	CC(C)=CCN1CCN(Cc2cccc3nccnc23)CC1CCO (centres undefined)	0	1	-3%	1	0	-6%	-3	0%	2.1%
9	O=C(NS(=O)(=O)N1CCCC1)C1=C(N2CCCC2)COC1=O	-9	0	-5%	2	3	-2%	22	0%	0.0%
10	CCCn1c(O)c(N=NC(=O)CNC(=O)c2cccnc2)c2ccccc21	4	-1	-1%	1	-3	-2%	-8	-6%	-1.1%
11	Cc1ccccc1-c1ccc(=O)n(CC(=O)Nc2ccc(S(=O)(=O)N(C)C)cc2)n1	7	0	-2%	6	-1	-4%	x	5%	0.3%
12	COc1ccc(C(=O)Nc2ccc(Br)cn2)cc1S(=O)(=O)N1CCOCC1	-13	-5	-5%	2	1	-1%	-12	-9%	0.4%
13	Cc1nc2c(c(C)c1CCC(=O)Nc1ccc(F)cc1)c(=O)n(C)c(=O)n2C	7	1	1%	1	-4	6%	17	1%	13%
14	COc1cccc(NC(=O)CN(C)C(=O)c2cc(S(=O)(=O)N3CCCCC3)ccc2Cl)c1	-17	-2	-3%	4	-13	1%	x	6%	0.8%
15	O=C(O)Cn1ccnc1	-1	-6	-4%	10	-1	1%	13	0%	1.6%
16	O=C(Nc1cccc(-c2nc3ccccc3s2)c1)c1cccs1	0	-11	-2%	2	-2	-1%	-14	6%	-0.2%
17	CCOP(=O)(OCC)c1nc(Cc2ccccc2)oc1NCc1ccccc1	6	2	-2%	4	-1	-5%	-2	0%	2.3%
18	CCc1ccc(Nc2nc3ccccc3c(=O)s2)cc1	-6	-9	-1%	2	1	-3%	-4	-6%	0.1%
19	COc1ccccc1NC(=O)C(C)OC(=O)Cn1cnc2c1c(=O)n(C)c(=O)n2C (centres undefined)	3	-4	-2%	3	-3	5%	16	8%	4.9%
20	CCCC(C(=O)NCC1CCCO1)N(Cc1ccco1)C(=O)CNS(=O)(=O)c1ccc(F)cc1 (centres undefined)	-5	-8	-3%	-2	0	-2%	-2	5%	-0.2%

Complete entries as entered above. Values in the order: D1 antagonist	LDHA inh	Glioma ERSR ind	D1 agonist	D1 potentiator	Vif-A3G inh	D2 potentiator	Vif-A3F inh	RXFP1 agonist
O=C(O)Cn1ccnc1 as listed: -1	-6	-4%	10	-1	1%	13	0%	1.6%
COc1ccccc1NC(=O)C(C)OC(=O)Cn1cnc2c1c(=O)n(C)c(=O)n2C (centres undefined) as listed: 3	-4	-2%	3	-3	5%	16	8%	4.9%

From entry 16 up to 20, copied from above:
#	structure	D1 antagonist	LDHA inh	Glioma ERSR ind	D1 agonist	D1 potentiator	Vif-A3G inh	D2 potentiator	Vif-A3F inh	RXFP1 agonist
16	O=C(Nc1cccc(-c2nc3ccccc3s2)c1)c1cccs1	0	-11	-2%	2	-2	-1%	-14	6%	-0.2%
17	CCOP(=O)(OCC)c1nc(Cc2ccccc2)oc1NCc1ccccc1	6	2	-2%	4	-1	-5%	-2	0%	2.3%
18	CCc1ccc(Nc2nc3ccccc3c(=O)s2)cc1	-6	-9	-1%	2	1	-3%	-4	-6%	0.1%
19	COc1ccccc1NC(=O)C(C)OC(=O)Cn1cnc2c1c(=O)n(C)c(=O)n2C (centres undefined)	3	-4	-2%	3	-3	5%	16	8%	4.9%
20	CCCC(C(=O)NCC1CCCO1)N(Cc1ccco1)C(=O)CNS(=O)(=O)c1ccc(F)cc1 (centres undefined)	-5	-8	-3%	-2	0	-2%	-2	5%	-0.2%

Continuation:
#	structure	D1 antagonist	LDHA inh	Glioma ERSR ind	D1 agonist	D1 potentiator	Vif-A3G inh	D2 potentiator	Vif-A3F inh	RXFP1 agonist
21	CCOC(=O)CCCCCC(=O)Nc1ccc2c(c1)C(=O)N([C@H](C)CO)C[C@@H](C)[C@H](CN(C)S(=O)(=O)c1cn(C)cn1)O2	x	-1	-4%	x	x	2%	x	-3%	x
22	CCOC(=O)c1cccc(NC(=O)CCNS(=O)(=O)c2cccc3nonc23)c1	4&-5	-1&-1	-2%&1%	0&1	-6&2	0%&-5%	10&0	-2%&-11%	1.2%&8.6%
23	O=S(=O)(/C=C/C=C/S(=O)(=O)c1ccccc1)c1ccccc1	x	2	-14%	x	x	u	x	-1%	x
24	Cc1[nH]c(-c2ccc(F)cc2)cc1C(=O)N1CCN(c2ccccc2)CC1	4	-1	-4%	0	-2	-1%	3	5%	1.5%
25	CCOc1ccc(Cn2c(SCCCCC#N)nc3c2c(=O)n(C)c(=O)n3C)cc1OCC	1	-1	-2%	0	5	-2%	-2	2%	4.7%
26	CC1Cc2ccccc2N1C(=O)CSc1nc2ccc(NC(=O)COc3ccccc3)cc2s1 (centres undefined)	-16	-3	5%	0	-2	-1%	-6	2%	2.7%
27	COc1ccc(-n2ncc3c2CC(C)(C)CC3NC(=O)c2cnc(C)cn2)cc1 (centres undefined)	4	-2	0%	2	-4	3%	x	-20%	4.0%
28	C=CCNc1cc(C)oc(=O)c1C(=O)CC	-5	-11	-2%	-1	-5	0%	9	5%	0.8%
29	CCCc1cc(=O)oc2cc(C)c3c(-c4ccccc4)c(C)oc3c12	26	-5	-1%	2	3	0%	-9	3%	2.9%
30	COc1ccc(-c2nnc(SCC(=O)Oc3cc(C)ccc3C)o2)cc1	10	-10	-4%	-1	-1	0%	-2	3%	0.0%
31	N#CCCN(Cc1ccccc1)C(=O)Nc1ccccc1	2	-10	-2%	1	-3	2%	x	3%	-0.9%
32	CC1N=C2c3ccccc3N=C(SCC(=O)NCCc3ccc(Cl)cc3)N2C1=O (centres undefined)	0	-1	1%	-2	1	0%	1	2%	6.2%
33	CC1CCN(C(=O)CN2C(=O)NC3(CCCCCC3)C2=O)CC1	4	-8	3%	2	-9	1%	-7	9%	-0.3%
34	CCn1c(CNC(=O)c2cc(OC)c(OC)c(OC)c2)cc2cc(C)ccc21	-14	-1	-5%	5	1	1%	-6	u	3.1%
35	NC(=S)c1c(Cl)cc(C(F)(F)F)cc1Cl	-1	-6	0%	1	-1	1%	6	-1%	-0.1%
36	O=C(NCC1CCCO1)c1ccc(COc2ccc(Br)cc2)cc1 (centres undefined)	-17	-7	-5%	17	-2	-10%	-4	3%	2.4%
37	CCn1c2ccccc2c2cc(NC(=O)COC(=O)c3cc(S(N)(=O)=O)c(Cl)cc3Cl)ccc21	1	-13	-1%	-1	-4	-26%	2	-22%	0.6%
38	Cc1nnc(SCC(=O)c2c(N)n(C3CC3)c(=O)[nH]c2=O)n1-c1ccccc1	5	-2	-6%	1	-1	-3%	-4	1%	0.6%
39	COC(=O)[C@@]1(Cc2ccccc2)[C@H]2C(=O)N(C)C(=O)[C@H]2[C@H]2CN=C(SCc3ccc(Cl)cc3)N21	x	1	-3%	x	x	-4%	x	-7%	x
40	COc1cc(NC(=O)c2ccc(Cl)cc2)c(OC)cc1Cl	7	-5	-1%	3	6	-1%	-14	3%	1.2%
41	COc1ccc(S(=O)(=O)Nc2ccc(-n3cnnn3)cc2)cc1Br	-24	-2	0%	3	3	-5%	4	-1%	-0.2%
42	CCCCCCCCCCCCCCCC[N+](C)(C)CCl	x	3	-14%	x	x	-26%	x	1%	x
43	COc1ccc(-c2nc3cc(C)ccn3c2NC(=O)c2c(F)cccc2Cl)cc1	12	-8	-1%	3	3	-6%	4	-31%	-0.3%
44	COC(=O)[C@H](CC(C)C)NC(=O)Nc1ccc(F)cc1	0	-2	-1%	1	-9	1%	-8	-22%	-0.9%
45	CCOP(=O)(OCC)C(Nc1ccccc1)c1ccc2c(c1)OCO2 (centres undefined)	-10	-3	-6%	7	-6	-1%	7	-6%	9.3%
46	CC(O)(CS(=O)(=O)Cc1ccc(Cl)cc1)C(=O)Nc1cccc(C(F)(F)F)c1 (centres undefined)	x	1	0%	x	x	-7%	x	-9%	1.4%
47	O=C(CSc1nc2ccc([N+](=O)[O-])cc2[nH]1)NC1CCCC1	-6	-1	-2%	2	-14	1%	4	5%	0.5%
48	O=C(Oc1cccc(C(=S)N2CCOCC2)c1)c1ccc([N+](=O)[O-])cc1[N+](=O)[O-]	-1	6	-6%	2	-6	-3%	1	u	0.3%
49	Cc1ccc(-c2nc(C(=O)NCc3ccc(Cl)cc3)c3n2CCCCC3)cc1	11	1	-2%	2	-4	1%	-8	-9%	-0.3%
50	COc1ccc(C(=O)c2ncc(C(F)(F)F)cc2Cl)cc1	-10	-4	6%	4	1	0%	7	-6%	2.1%

High-throughput results as filed in PubChem BioAssay.

A portion of the library, so the mix of outcomes need not match the whole.
